# Compound activity deposited in PubChem BioAssay by Sanford-Burnham Center for Chemical Genomics.
# H9c2 TAG inh: reduces triacylglycerol accumulation in H9c2 cells. inhibition, % at 12.5 µM. Nile Red lipid (TAG) fluorescence; cells loaded with 200 µM oleic acid. 230,000 tested, 0.66% active;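 active = pattern-corrected inhibition of lipid staining of at least 50% with the nuclear-stain viability signal not falling by more than 50%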;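 also: 0% = DMSO wells and 100% = triacsin C control wells; some results filed as inactive read as strong as hits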
# H9c2 TAG inh DAPI viability: also measured in H9c2 TAG inh; calls as there; DAPI nuclei signal change (viability), lower = more cytotoxic, %;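 whole-well DAPI fluorescence read on a plate reader as a viability signal; minus 50 percent equals half of cells still viable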
# Numbers without * were called inactive. Some of the compounds tested, so the mix of outcomes need not match the whole.
SMILES | H9c2 TAG inh | H9c2 TAG inh DAPI viability
Cc1ccc(NC(=O)CCNS(=O)(=O)c2ccc(Br)cc2)cc1S(=O)(=O)N1CCOCC1 | 4 | -2
CC(=O)c1cccc(NC(=S)Nc2cccc3ccccc23)c1 | -9 | 8
O=C(c1ccc2ccccc2c1)C1CCCN(C(=O)c2noc3c2CCCC3)C1 (configuration not stated) | -39 | -4
C#CCSc1ncc(-c2ccccc2)cn1 | 6 | -9
O=C(OC1CCOC1=O)c1cc(-c2cccs2)nc2ccccc12 (configuration not stated) | 5 | 6
CNc1ccccc1C(C)(C)c1ccn[nH]1 | -3 | 4
CCc1nc2ccc(C(=O)NCCCn3ccnc3)cn2c1N(C)Cc1nccs1 | -2 | 12
COc1ccc(CN2C3CCCC2CC(NC(=O)/C=C/c2ccccc2)C3)cc1 (configuration not stated) | 8 | 21
COCCCN(C(=O)CCOc1ccc(C)cc1)c1c(N)n(Cc2ccccc2)c(=O)[nH]c1=O | 2 | 2
CCOc1ccccc1NC(=O)CCC(=O)Nc1ccc2nc(N3CCN(C)CC3)cc(C)c2c1 | 42 | 15
CSc1ccc(CNC(=O)C2(C)CCCN(C(C)C)C2)cc1 (configuration not stated) | -5 | 6
O=C(Nc1ccc(S(=O)(=O)N2CCCCC2)cc1)C1CCN(C(=O)c2ccc(F)cc2)CC1 | -39 | -6
CCc1ncc(CO)n1Cc1cccc2ccccc12 | 14 | 5
COc1ccc(NC(=O)C(=O)NCC2CCCN2S(=O)(=O)c2ccc(C)cc2)cc1 (configuration not stated) | 38 | -35
Cc1ccc(C(=O)OCC(=O)c2c[nH]c3ccccc23)cc1 | 10 | 2
CCCn1c(N)c(C(=O)CSc2nnc(Cc3ccccc3)o2)c(=O)n(C)c1=O | -49 | 4
CCN(C(=O)c1ccc(S(=O)(=O)N2CCOCC2)cc1)C1CCS(=O)(=O)C1 (configuration not stated) | -4 | 5
O=c1[nH]c(CSc2ncc(-c3ccc(F)cc3)n2Cc2ccco2)nc2ccccc12 | -7 | -1
COC1CC(C)NC(=S)N1 (configuration not stated) | -8 | 1
Cc1nnc2c(NC3CCCC3)nc3ccccc3n12 | 11 | 2
Cn1nc(C(=O)Nc2cccc(S(=O)(=O)N3CCOCC3)c2)c2ccccc2c1=O | 14 | 2
CCOC(=O)c1c(N)sc2c1CCC1C(=O)N(C3CCCCC3)C(=O)C21 (configuration not stated) | 30 | 6
CCCCCCCCOC(=O)c1ccc(N)cc1 | 11 | -12
CC(C)C(C(=O)O)N1C(=O)C2C3CCC(C3)C2C1=O (configuration not stated) | 0 | 7
CC(C)(C)n1nc2c(c1NC(=O)Cc1cccc3ccccc13)CS(=O)(=O)C2 | -9 | -1
Cc1cccc(NC(=S)NC(=O)/C=C/c2ccco2)n1 | -3 | 5
CCOC(=O)c1ccc(S(=O)(=O)Nc2cc(S(=O)(=O)N3CCOCC3)ccc2O)cc1 | -8 | 14
Cc1cc(NC(=O)c2cccs2)n(-c2nc3ccccc3[nH]2)n1 | 49 | -5
O=C(CN1CCN(c2cccc(Cl)n2)CC1)N1CC(O)CO1 (configuration not stated) | 7 | -2
CCCOc1ccc(NC(=O)CC2C(=O)Nc3ccccc3N2CC(=O)N2CCCC2)cc1 (configuration not stated) | -5 | -6
CCC1([N+](=O)[O-])COC(C=Cc2ccccc2)OC1 (configuration not stated) | 7 | 2
O=C(CN1C(=O)C2CCCCC2C1=O)Nc1cc([N+](=O)[O-])ccc1F (configuration not stated) | -4 | 7

# Quoted from the listing:
# For H9c2 TAG inh DAPI viability, C#CCSc1ncc(-c2ccccc2)cn1 is entered as -9
# For H9c2 TAG inh DAPI viability, CCCn1c(N)c(C(=O)CSc2nnc(Cc3ccccc3)o2)c(=O)n(C)c1=O is entered as 4

# New compounds follow.
SMILES | H9c2 TAG inh | H9c2 TAG inh DAPI viability
O=S(=O)(NN1CCOCC1)c1ccc(Cl)s1 | 4 | 3
Cc1ccc2nc(SCC(=O)N/N=C/c3ccco3)cc(C)c2c1 | 2 | 10
O=C(CCCSc1nc2ccccc2c(=O)[nH]1)c1ccccc1 | 6 | -4
COc1ccc(/C=N/NC(=O)c2ccc(OC)c(OC)c2)cc1COc1c(F)c(F)c(F)c(F)c1F | -2 | -4
Cc1cccc(/C=N/NC(=O)Cn2nnnc2N)n1 | 7 | -4
O=C(Nc1nccs1)C1C2/C=C\CCCCC21 (configuration not stated) | 14 | -6
CCCc1nc2c(=O)n(C)c(=O)[nH]c2n1CCC | 7 | -4
C[C@@H]1CC[C@]2(O[C@H](CCO)C[C@@H](O)[C@@H]2O)O1 | 3 | -16
O=C(c1cc2ccccc2oc1=O)N(Cc1ccc2c(c1)OCO2)Cc1ccco1 | 5 | 2
Cc1cc(=O)oc2cc(OCC(=O)OC(C)C(=O)NC3CCCC3)ccc12 (configuration not stated) | -6 | -3
N#Cc1ccc(Oc2ccc(C(N)=O)cc2)cc1C#N | 3 | -8
C/C=C(/C)C(=O)Nc1cccc(C2=NOC3(C2)C[C@@H](C(N)=O)N(C(=O)[C@H]2CCC(=O)N2)C3)c1 (some centres not stated) | 9 | 1
Cc1ccc(OCC(=O)Nc2cccc(S(=O)(=O)N3CCCC3)c2)cc1C | -11 | -3
Cc1ccc(S(=O)(=O)Nc2ccc3cc([N+](=O)[O-])ccc3c2[N+](=O)[O-])cc1 | -14 | 1
CC(C)(C)c1ccc(C(=O)N2CCC2(C)C(=O)Nc2cnc3ccccc3c2)cc1 (configuration not stated) | -7 | 1
Cc1cc(C)cc(NC(=O)NCc2nnc(SCc3ccccc3)n2C)c1 | -76 | 4
CC1CCC(NC(=O)c2ccc(-n3cncn3)c([N+](=O)[O-])c2)CC1 (configuration not stated) | -13 | -6
COc1cc(NC(=O)CSc2nncn2C)cc(OC)c1OC | 15 | -6
CCOC(=O)[C@@H]1[C@H]2COc3ccccc3[C@@H]2N2C(=O)N(c3ccc(C(F)(F)F)cc3)C(=O)[C@@]12C | 17 | -3
COc1cccc(-c2cc(C(=O)N/N=C/c3ccc(OC)c(COC(C)=O)c3)c3ccccc3n2)c1 | 10 | -9
CSc1ccc(Cn2c(C)c(C(=O)NCc3ccco3)sc2=O)cc1 | 4 | 1
O=C(Cn1nc(C(F)(F)F)c2c1CCCC2)NCCN1CCOCC1 | 4 | -2
CC(=O)Nc1cccc(C(=O)Nc2nc(C)cs2)c1 | 10 | 5
Oc1ccc(C[C@H]2CNC(=S)N2CCc2cc(C(F)(F)F)cc(C(F)(F)F)c2)cc1 | 14 | -1
Cc1[nH][nH]c(=O)c1C(c1ccc(-c2ccc(Cl)c(C(=O)O)c2)o1)c1c(C)[nH][nH]c1=O | -3 | 0
CCC(C)(C)NC(=O)CN(CCc1cccc(C)c1)C(=O)c1csnn1 | -9 | -5
COc1cc2c(cc1OC)NC(=O)C2 | -4 | 8
Cc1ccc(C2=NN(S(=O)(=O)c3ccccc3)C(c3ccccc3O)C2)cc1 (configuration not stated) | -12 | -8
COc1ccc(-c2nnc(Nc3ccc(S(=O)(=O)Nc4nccs4)cc3)c3ccccc23)cc1 | -12 | 2
CCOC(=O)[C@H]1[C@H]2COc3cc(OC)ccc3[C@@H]2N2C(=O)c3cc(OC)c(OC)cc3NC(=O)[C@@]12C | 5 | -14
CCOC(=O)C(NC(C)=O)C(=O)Nc1ccc(C)cc1C (configuration not stated) | 4 | -1
COc1ccc(N2CCN(C3CCN(S(=O)(=O)c4ccc(F)cc4)CC3)CC2)cc1 | -1 | 1
C#CC[N+](C)(C)CC#Cc1ccc(Cl)cc1 | 8 | -4
CCOc1ccccc1NC(=O)C1CCCN(S(=O)(=O)c2ccc3c(c2)C(C)(C)C(=O)N3C)C1 (configuration not stated) | -9 | -6
COc1ccc(C2/C(=C(/O)c3cnn(-c4ccccc4)c3C)C(=O)C(=O)N2CCN(C)C)cc1OC (configuration not stated) | 3 | -6
CC1(C)CC(=O)C=C(c2n[nH]nc2C2=CCCCC2)C1 | 9 | 0
Cc1ccc(-n2c(C)cc(/C([O-])=C(/C(=S)Nc3ccc(F)c(Cl)c3)[n+]3ccccc3)c2C)cc1 | 20 | -3
Cc1cccc(C(C(C(=O)c2ccccc2)N2CCOCC2)N2CCOCC2)c1 (configuration not stated) | -11 | 1
O=C1C2ON(c3ccc(Cl)cc3)C(c3ccco3)C2C(=O)N1c1ccccc1 (configuration not stated) | -34 | 6
Cc1nc(-c2ccc3c(c2)CCC(=O)N3)cs1 | 13 | -1
CC(C)n1c(O)c(N=NC(=O)CNC(=O)CCc2ccccc2)c2ccccc21 | 4 | -4
COC(=O)c1ccc(N2CCN(C(C)=O)CC2)c(NC(=O)COc2ccccc2C)c1 | 9 | -2
O=C(Nc1cc(S(=O)(=O)N2CCOCC2)ccc1N1CCOCC1)c1cn2ccccc2n1 | -5 | -13
CCOc1ccc(-n2cnc3scc(-c4ccc(OC)c(OC)c4)c3c2=O)cc1 | 26 | -13
Cc1cc(C)c(S(=O)(=O)n2ccc(-c3ccc(OCCN(C)c4ccccn4)cc3)n2)c(C)c1 | -10 | 3
CNC(=O)CN(C)S(=O)(=O)c1ccc(OC)c(Cl)c1 | 1 | -6
C#CCOC(=O)Nc1ccc(OCC(F)(F)F)nc1 | 13 | -6
CC(=O)N1CCc2c(sc(NC(=O)c3ccc(S(=O)(=O)N(C)C)cc3)c2C#N)C1 | 7 | -3
CCOC(=O)c1ccc(NC(=O)C2CCC(CNc3c(N4CCOCC4)c(=O)c3=O)CC2)cc1 (configuration not stated) | -4 | 2
Cc1cc(=O)c2cc(Br)ccc2n1CC(=O)NCc1ccccc1 | 0 | -3
O=C(CN1CCCCC1)Nc1c2c(nc3ccccc13)N(c1ccccc1)CC2 | 45 | 142
O=C(CNC(=O)c1sc2ccccc2c1Cl)NCc1ccccc1 | 10 | 1
O=C(Nc1nc2ccc(F)cc2s1)c1ccc(N2CCCC2=O)cc1 | 11 | 18
O=C(c1ccccc1)N1CCSc2sccc2C1=O | -3 | -11
CCCS(=O)(=O)N1CCC(C(=O)NC2CCCC(C)C2C)CC1 (configuration not stated) | 2 | 8
NS(=O)(=O)c1cccc(NC(=O)CN2CCCc3ccccc32)c1 | 4 | 1

# Other entries.
SMILES | H9c2 TAG inh | H9c2 TAG inh DAPI viability
Cc1ccc(-c2csc(NC(=O)c3cccc([N+](=O)[O-])c3C(=O)O)n2)cc1 | -8 | 7
O=C(CN1CCN(S(=O)(=O)c2ccc(Cl)cc2)CC1)NCc1cccs1 | 7 | 1
O=S(=O)(NCCSc1ccccc1)c1ccc2c(c1)OCCO2 | -10 | 6
CN(C(=O)Cn1nnc(-c2cccc(C(F)(F)F)c2)n1)C1CCCCC1 | 0 | -5
CCc1cc2cc(C)cc(C)c2[nH]c1=S | 0 | -2
COc1ccc(-c2cc(C(=O)Nc3cccc(S(=O)(=O)NCc4ccco4)c3)c3ccccc3n2)cc1OC | 41 | 9
CCc1ccccc1NC(=O)C1CCCC1 | -11 | 2
O=[N+]([O-])c1ccc(Nc2ccccc2F)nc1 | 10 | -6

# Arranged by SMILES length (falling): four of the compounds above
SMILES | H9c2 TAG inh | H9c2 TAG inh DAPI viability
CCOC(=O)c1ccc(S(=O)(=O)Nc2cc(S(=O)(=O)N3CCOCC3)ccc2O)cc1 | -8 | 14
CCOc1ccccc1NC(=O)CCC(=O)Nc1ccc2nc(N3CCN(C)CC3)cc(C)c2c1 | 42 | 15
O=C(CN1CCCCC1)Nc1c2c(nc3ccccc13)N(c1ccccc1)CC2 | 45 | 142
CCc1ccccc1NC(=O)C1CCCC1 | -11 | 2

# (listing goes on)
SMILES | H9c2 TAG inh | H9c2 TAG inh DAPI viability
O=Cc1ccc(OC(=O)C2CC(=O)N(c3ccc(F)cc3)C2)cc1 (configuration not stated) | -10 | 12
O=C1c2ccccc2C(=O)N1CC(O)COc1ccccc1Cl (configuration not stated) | -8 | 1
CCN1CCCc2cc(CN(CCN3CCOCC3)C(=S)Nc3ccc(OC)cc3)ccc21 | -13 | 10
CN(C)CCN(C(=O)c1ccc(Br)s1)c1nc2cc3c(cc2s1)OCCO3 | -6 | 12
CC(C)(C)n1ncc2c(=O)n(Cc3cccc(Cl)c3)cnc21 | -25 | -1
COc1ccc(NC2SC(=O)N(CC(=O)O)C2=O)cc1 (configuration not stated) | 7 | 2
CC1CC1C(=O)OCC(=O)Nc1ncc(Cl)cc1Cl (configuration not stated) | -13 | 7
Cc1ccc(OCC(=O)Oc2ccccc2[N+](=O)[O-])cc1 | -1 | 7
COc1ccc(C(=O)NNC(=O)C(=O)Nc2ccc(C)c(Cl)c2)cc1 | 4 | 2
CCOc1ccc(NC(=O)COc2coc(CN3CCc4ccccc4C3)cc2=O)cc1 | 4 | -5
C[C@@H]1CN([C@H](C)CO)C(=O)CCCn2nncc2CO[C@@H]1CN(C)C(=O)OCc1ccccc1 | -4 | 5
O=C(NS(=O)(=O)c1ccccc1)c1ccccc1F | 11 | -1
CCC(C)c1ccc(NC(=O)CN(C)CC(=O)Nc2cccc(OC)c2)cc1 (configuration not stated) | -12 | 4
COc1ccc(CNC(=O)c2sc(=O)n(Cc3ccc(C)cc3)c2C)cc1 | -18 | 4
COc1cc(CCCN2CCNC[C@@H]2c2ccccc2)cc(OC)c1OC | 85* | -46*
CCOC(=O)c1ccccc1NC(=O)C1CSC2(C)CCC(=O)N12 (configuration not stated) | -9 | -2
COc1ccc(Cn2c(-c3ccco3)nc3oc4ccccc4c(=O)c3c2=O)cc1 | 19 | -7
CCOC(=O)n1c(=O)n(Cc2cccc(C)c2)c2ccccc21 | -12 | 2
COC(=O)CCCNC(=O)c1ccc(S(=O)(=O)NCc2ccco2)cc1 | -1 | 2
Cn1c(CNC2CCCCC2)c(C#N)c2ccccc21 | 16 | -11
CCCCCCCCCCCCCCCC[N+](C)(C)Cc1ccc(F)cc1 | 109* | -41*
CCn1c(=O)cc(O)c2c(=O)n(C)c(=O)n(C)c21 | 4 | -2

# Random excerpt: three records from the list
SMILES | H9c2 TAG inh | H9c2 TAG inh DAPI viability
COC(=O)CCCNC(=O)c1ccc(S(=O)(=O)NCc2ccco2)cc1 | -1 | 2
COc1ccc(Cn2c(-c3ccco3)nc3oc4ccccc4c(=O)c3c2=O)cc1 | 19 | -7
CCOC(=O)n1c(=O)n(Cc2cccc(C)c2)c2ccccc21 | -12 | 2
